Assay outcomes from PubChem.
Rab9 prom act = qHTS Assay for Rab9 Promoter Activators; Huh7 Rab9 promoter-luciferase reporter, luminescence, 24 h; Potency, µM (series often up to 9.22 µM), for the others: at the highest dose activation, negative = inhibition, most hits filed as activators; 2.8% of 320,000 active; AID 485297, 2010; further: % of control where 0% means no effect; nearly all actives have a fitted effect of over 60% in size
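Stable Rab9-luc Huh7, 1500 cells/well, 2 h settle; cmpd in DMSO, 24 h, 37 °C/5% CO2; luciferase reagent 10 min RT; luminescence.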
ELG1 genotoxic = qHTS screen for small molecules that induce genotoxicity in human embryonic kidney (HEK293T) cells expressing luciferase-tagged ELG1. HEK293T ELG1-luciferase reporter, luminescence, 16 h. Potency, µM (doses to about 46 µM), for the others: at the top dose activity change, positive = activation, most hits filed as activators. 1.3% of 330,000 active; further: % of control where 0% means no effect; nearly all actives have a fitted effect of over 60% in size
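Quantitative HTS format in 1536-well plates. HEK293T ELG1-luciferase reporter cells receive test compound and are incubated 16 hr at 37 °C, 5% CO2; ONE-Glo added, 30 min room temperature, then luminescence read.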
p53 reactivation = qHTS assay for re-activators of p53 using a Luc reporter; H1299 p53-A138V BP100-luciferase reporter, luminescence, 24 h; 0.063% of 320,000 active; Potency, µM (highest dose often 92.2 µM), inactives show at the highest dose activity change, positive = activation, hits mostly activators; AID 504706, 2011; further: % of control where 0% means no effect; nearly all actives have a fitted effect of over 45% in size
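p53-null H1299 cells stably carrying temperature-sensitive p53-A138V and a BP100-luciferase reporter were pinned with compounds (4-point, 1:5 series) and held 24 hrs at 37 deg C. Luminescence was read 10 min after detection reagent.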
VP16 counter = VP16 counterscreen qHTS for inhibitors of ROR gamma transcriptional activity; Drosophila S2 Gal4-VP16 UAS-luciferase, luminescence, 20 h; Potency, µM (top dose mostly 53.6 µM), for the others: top-dose activity, negative = inhibition, usual class: inhibitors; 3.5% of 310,000 active;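 further: Gal4-VP16 expression switched on by copper sulfate through the metallothionein promoter; on the % scale 0 is the no-effect control and ±100 the full control effect; nearly all actives have a fitted effect of over 50% in size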
uPA generation = qHTS for Inhibitors of Cell Surface uPA Generation; Potency, µM (top dose mostly 38.3 µM), for inactives: at the highest dose activity change, negative = inhibition, actives largely listed as inhibitors; AID 540303, 2011; 0.31% of 330,000 active; cell surface uPA generation assay, qHTS; active means well fitted inhibition curve with a large enough effect; inconclusive means small, poorly fitted or top-dose-only effect; inactive means no such curve, though single readings can be large or run the other way; tested in mouse RAW 264.7 cells; further: on the % scale 0 is the no-effect control and ±100 the full control effect; nearly all actives have a fitted effect of over 55% in size
NPC1 prom act = qHTS Assay for NPC1 Promoter Activators | Huh7 NPC1 promoter luciferase reporter, 24 h | 2.4% of 320,000 active | Potency, µM (highest dose often 9.22 µM), inactives show top-dose activation, usual class: activators;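 further: % of control where 0% means no effect; nearly all actives have a fitted effect of over 60% in size; reporter is driven by a mutant NPC1 promoter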
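Readout is luciferase luminescence, reflecting NPC1 promoter activation in stably transfected Huh7 cells after 24 h compound exposure at 37 °C in reduced-serum medium with 10% FBS.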
MBNL1-CUG inh = qHTS Assay for Inhibitors of MBNL1-poly(CUG) RNA binding; Muscleblind-like protein 1 (Homo sapiens), Q9NR56; TR-FRET MBNL1-His/biotin-(CUG)12 binding, 665/545 ratio; Potency, µM (top dose mostly 57.5 µM), for the others: at the highest dose activity change, negative = inhibition, most hits filed as inhibitors; 0.036% of 280,000 active; active means well fitted inhibition curve with a large enough effect in the signal ratio, with a control signal flat, not every such curve was filed as active; inconclusive means small, poorly fitted or top-dose-only effect, or effect the other way, or a change in a side signal; inactive means no such curve, though single readings can be large or run the other way; the % refers to the signal ratio; further: on the % scale 0 is the no-effect control and ±100 the full control effect
Target sequence (Q9NR56 whole entry, looked up): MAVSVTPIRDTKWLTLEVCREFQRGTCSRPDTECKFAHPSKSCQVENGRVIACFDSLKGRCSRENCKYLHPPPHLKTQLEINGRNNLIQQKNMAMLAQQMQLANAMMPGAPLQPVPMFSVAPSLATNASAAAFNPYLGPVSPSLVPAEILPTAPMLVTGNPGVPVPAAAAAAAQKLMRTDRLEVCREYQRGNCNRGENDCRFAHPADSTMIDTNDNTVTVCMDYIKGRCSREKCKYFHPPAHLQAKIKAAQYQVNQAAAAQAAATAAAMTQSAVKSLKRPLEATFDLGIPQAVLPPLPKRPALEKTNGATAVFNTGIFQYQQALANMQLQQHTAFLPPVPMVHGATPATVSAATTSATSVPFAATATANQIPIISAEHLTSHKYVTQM
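Compounds (final 92 nM to 58 uM) are added to His-tagged MBNL1 and biotin-(CUG)12, then terbium anti-His antibody and streptavidin-XL665 (5 nM final). After 60 min at room temperature, the 665/545 nm ratio is read.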
FLuc counter = qHTS profiling assay for firefly luciferase inhibitor/activator using purifed enzyme and Km concentrations of substrates (counterscreen for miR-21 project); purified FLuc, Km substrates, luminescence inhibition; Potency, µM (doses to about 57.5 µM), without a hit: top-dose activity change, negative = inhibition, hits mostly inhibitors; 6.9% of 360,000 active; AID 588342, 2011;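 further: plate controls were vehicle for no effect and reference inhibitor for full effect; nearly all actives have a fitted effect of over 55% in size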
Target sequence (P08659 whole entry, looked up): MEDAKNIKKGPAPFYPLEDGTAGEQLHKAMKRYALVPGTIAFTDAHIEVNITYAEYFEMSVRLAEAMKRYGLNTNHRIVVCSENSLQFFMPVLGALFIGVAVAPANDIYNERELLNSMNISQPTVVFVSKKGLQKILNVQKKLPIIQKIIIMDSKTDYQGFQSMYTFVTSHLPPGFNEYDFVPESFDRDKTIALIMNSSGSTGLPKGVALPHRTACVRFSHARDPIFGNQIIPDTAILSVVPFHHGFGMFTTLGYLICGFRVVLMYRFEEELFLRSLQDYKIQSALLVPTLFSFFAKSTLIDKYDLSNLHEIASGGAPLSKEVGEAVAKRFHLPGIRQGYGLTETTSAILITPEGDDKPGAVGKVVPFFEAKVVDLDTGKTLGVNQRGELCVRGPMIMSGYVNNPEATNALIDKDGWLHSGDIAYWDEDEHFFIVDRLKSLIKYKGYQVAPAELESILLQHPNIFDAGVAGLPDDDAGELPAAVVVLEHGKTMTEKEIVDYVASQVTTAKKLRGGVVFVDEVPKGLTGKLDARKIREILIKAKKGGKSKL
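Biochemical qHTS of compounds, final roughly 60 µM downward over six points, against 10 nM purified firefly luciferase using Km concentrations of substrates (10 uM D-luciferin, 10 uM ATP) in Tris acetate pH 7.5 buffer; luminescence output.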
BRCA1 expr act = qHTS Assay to Identify Small Molecule Activators of BRCA1 Expression | MCF7-BRCA1-FFLuc reporter, luminescence, 48 h; response scale: scaled: vehicle 0%, 10 µM genistein 100% | 1.1% of 380,000 active | Potency, µM (series often up to 46.1 µM), for the others: at the top dose activation, actives largely listed as activators; further: nearly all actives have a fitted effect of over 80% in size; some results filed as inactive show a strong effect at the top dose
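MCF7 cells carrying a BRCA1-firefly luciferase reporter (2000 cells/well, phenol-red free MEM) were attached for 2 h at 37 °C, then given compounds for 48 h. Luminescence was read 15 min after luciferase reagent; activity normalized to genistein (10 microM) and DMSO.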
RORg inh = qHTS for inhibitors of ROR gamma transcriptional activity | Nuclear receptor ROR-gamma (Mus musculus), P51450 | Drosophila S2 Gal4-RORgamma UAS-luciferase reporter, 20 h | Potency, µM (doses to about 53.6 µM), for inactives: top-dose activity change, negative = inhibition, actives largely listed as inhibitors | 5.4% of 310,000 active | AID 2551, 2010; further: on the % scale 0 is the no-effect control and ±100 the full control effect; nearly all actives have a fitted effect of over 60% in size
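ROR gamma transcriptional activity was tracked as Gal4-UAS luciferase output in stably transfected Drosophila Schneider cells, with compound added 1 hr before 700 uM copper sulfate induction and a 20 hr ambient-temperature incubation.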
Starred values were filed as active, the others as inactive; ? = inconclusive; . = no result given; & = joins results of further samples; [ ] = dose if it differs, or a comment. Unless noted, the call rests on the fitted dose curve; in most records, active means well fitted curve in the direction sought with a large enough effect; inconclusive means small, poorly fitted or top-dose-only effect, or another doubt; inactive means no such curve, though single readings can be large; an effect the other way counts as inactive or inconclusive. Potency means the concentration at half of the fitted maximal effect.

SMILES	Rab9 prom act	ELG1 genotoxic	p53 reactivation	VP16 counter	uPA generation	NPC1 prom act	MBNL1-CUG inh	FLuc counter	BRCA1 expr act	RORg inh
Cc1noc(C)c1NC(=O)N(C)C[C@H]1Oc2ccc(NC(=O)Cn3cnnn3)cc2C(=O)N([C@H](C)CO)C[C@@H]1C	.	0%	-3%	.	-2%	.	.	.	12%	.
COc1ccc(S(=O)(=O)NCC(c2cccnc2)N2CCN(c3ccccc3OC)CC2)cc1C (stereo unspecified)	0%	0%	2%	-2%	3%	-4%	6%	-9%	-23%	22%
O=C(Cn1cc(CNC(=O)C2CCCCC2)nn1)Nc1cc(C(F)(F)F)ccc1Cl	.	1%	-1%	.	-1%	.	.	.	0%	.
O=C(Nc1cccc(Cl)c1)c1cc([N+](=O)[O-])ccc1N1CCN(CCO)CC1	-2%	2%	-1%	8%	7%	-1%	?	0%	0%	10%
O=C(Nc1cc(C(=O)N2CCCC2)ccc1N1CCCC1)c1ccccc1	0%	-12%	-3%	2%	18%	-1%	5%	0%	-1%	-3%
CCOC(=O)c1c(C)nc(C)c(C(=O)OCC)c1-c1ccc(OC)cc1	-1%&2%	-5%&0%	-6%&-4%	0%&-1%	.	2%&-1%	-1%	2%&2%	-10%	30%&14%
CC1CCCC(C)N1c1ccc(S(=O)(=O)N2CCOCC2)cc1Cl (stereo unspecified)	0%	-4%	10%	9%	1%	2%	-2%	-2%	-46%	23%
OCCC1CN(CCCc2ccccc2)CCN1CCc1ccccc1 (stereo unspecified)	0%	-4%	.	-2%	-2%	-2%	-3%	-2%	-1%	-24%
Nn1c(SCC(=O)Nc2ccc3c(c2)OCCO3)nnc1-c1ccncc1	3%	-8%	-17%	-1%	1%	0%	-1%	5%	20%	-4%
COc1c(C)cc(C(=O)C2CCCN(C(=O)/C=C/c3ccccn3)C2)cc1C (stereo unspecified)	-1%	1%	6%	-9%	1%	0%	10%	?	3%	33%
Cc1cc(N2CCCC2=O)ccc1S(=O)(=O)Nc1c(C)nn(C)c1C	-14%	-7%	0%	-24%	2%	-11%	-5%	-2%	0%	?
Clc1ccc(-c2nnc(SCc3nc4ccccc4s3)o2)cc1	30%	16%	?	24%	-6%	26%	?	19µM*	12%	25%
Cc1cc(-c2ccc(S(=O)(=O)N3CCN(c4cccc(C(F)(F)F)c4)CC3)s2)on1	2%	3%	-9%	-17%	0%	-5%	-8%	6%	3%	-1%
CC(C)CNC(=O)c1ccc(COc2ccc(Cl)cc2Cl)o1	-3%	0%	-6%	-2%	-4%	-1%	3%	?	7%	40%
CCOc1ncccc1C(=O)OCC(=O)N1CC(=O)Nc2ccccc21	-2%	-4%	-1%	.	4%	2%	-10%	-6%	-42%	?
COc1ccc(OC)c(-c2nn(-c3ccccc3)cc2C(=O)NCC(c2ccco2)N2CCCC2)c1 (stereo unspecified)	-3%	0%	-6%	.	-8%	-4%	.	2%	3%	.
COc1ccc(S(=O)(=O)N2CCOCC2)cc1NC(=O)CN1C(=O)NC2(CCCCC2C)C1=O (stereo unspecified)	0%	1%	-14%	.	5%	1%	.	.	2%	.
CC(=O)[C@H]1[C@H](C#N)C[C@H]2[C@@H]3CC=C4C[C@@H](O)CC[C@]4(C)[C@H]3CC[C@@]21C	-4%	-2%	0%	-2%	6%	1%	-7%	2%	1%&-3%	1%
O=C(NC(N1CCOCC1)C(Cl)(Cl)Cl)c1ccco1 (stereo unspecified)	?	16µM*	7%	1%	5%	?	?	8.5µM*	-5%	4%
COc1cc(/C=C/c2cccc[n+]2C)ccc1OCC(=O)Nc1ccccc1	12%	0%	7%	0%	-1%	-1%	?	-15%	1%	-2%
CCC(=O)Nc1cccc(C2=NOC3(C2)C[C@@H](C(N)=O)N(C(=O)c2ccc(OC)cc2)C3)c1 (stereo partly specified)	-7%	10%	-3%	-5%	22%	0%	7%	-1%	5%	-1%
CN(Cc1ccccc1)CC(O)COc1ccc(CNCCc2cccnc2)cc1 (stereo unspecified)	-2%	1%	4%	-3%	8%	-1%	3%	-1%	-14%	2%
NC1=NC(=O)/C(=C\c2ccco2)S1	0%	2%	6%	1%	3%	-3%	?	17µM*	-7%	5%
COc1ccccc1N(CC(=O)NC1CCCCC1)C(=O)c1csnn1	-7%	1%	-2%	-15%	-2%	2%	-7%	1%	6%	-30%
COc1cccc(N2CC(O)Cn3c2nc2c3c(=O)n(CCCc3ccccc3)c(=O)n2C)c1 (stereo unspecified)	-1%	-19%	5%	9%	9%	-2%	2%	9%	-26%	28%
S=c1nccc(-c2ccc3c(c2)CCO3)[nH]1	0%	-3%	2%	6.3µM*	1%	23%	10%	-17%	-10%	3.2µM*
Cc1ccc(CCCOC(=O)C[N+]2(C)CCOCC2)cc1	-1%	-4%	3%	-4%	3%	-7%	7%	2%	-8%	-22%
CC(C)c1ccc(CNc2ncc(Br)cn2)cc1	?	?	15%	?	-11%	?	4%	?	?	13%
O=C(c1ccc2c(=O)n3c(nc2c1)CCCCC3)N1CCN(c2ccc(F)cc2)CC1	1%	-2%	-5%	5%	-1%	2%	.	0%	0%	39%
N#Cc1cc(-c2ccccc2)nnc1Sc1ccc(F)cc1	2%	1%	-3%	10%	1%	0%	?	-11%	20%	20%
COc1cccc(NC(=O)C(=O)NCCCn2ccnc2)c1	8%	22%	6%	-20%	2%	-1%	3%	?	-17%	-2%
COc1ccc(/C=N/NC(=O)c2cccc(C(F)(F)F)c2)cc1	-2%	-7%	6%	7%[10 µM]	3%	0%	-4%	?	-6%	13µM*
CC(C)Cc1nnc(NC(=O)C23CC4CC(CC(C4)C2)C3)s1	15%	-1%	3%	-17%	8%	7%	-7%	-8%	6%	?
CCOC(=O)c1nc2cc3n(c(C)c-2c1C)C(C)C(C)=C3C (stereo unspecified)	-11%	0%	-8%	1%	-9%	-7%	11%	0%	-24%	-31%
COc1ccc(C(=O)NCc2nnc(SCC(=O)c3ccccc3)n2C)cc1	0%	0%	5%	-3%	-3%	0%	0%	?	-6%	-3%
Cc1cc(N/N=C/c2ccc(F)cc2)nc(-n2nc(C)cc2C)n1	-8%	-12%	0%	0.32µM*	-3%	-5%	-3%	-3%	-71%[inhibitor]	0.079µM*
CC1(CCc2ccccc2)NC(=O)N(CC(=O)O)C1=O (stereo unspecified)	-1%	-1%	3%	11%	2%	3%	-6%	0%	0%	3%
COC(=O)[C@@H]1C[C@@]2(O)[C@H](O)[C@H](O)[C@H](O)C[C@H]2N1CC1CC1	0%	2%	1%	-7%&-5%	-7%	-4%	-12%	-1%	12%	-18%&-4%
O=C1CCN(Cc2ccc(O)cc2)CCN1CCO	0%	-1%	15%	0%	-1%	0%	1%	3%	0%&13%	-5%
COc1cccc(/C=N/NC(=S)NC2CC3CCC2C3)c1OC (stereo unspecified)	0%	-3%	-1%	2.8µM*	-5%	-6%	-7%	-17%	-14%	1.6µM*
CC(OC(=O)c1cccnc1SCc1cc(=O)n2ccccc2n1)c1ccccn1 (stereo unspecified)	1%	10%	6%	4%	.	6%	?	0%	-47%	?
CCOc1ccc(N(CC(=O)NC(C(C)C)C(C)C)S(=O)(=O)c2ccc(OC)c(OC)c2)cc1	-5%	-12%	9%	-6%	9%	-3%	-4%	0%	-6%	-40%
COc1ccccc1C(=O)NCCC(=O)N(Cc1ccco1)Cc1cccs1	-1%	-4%	-11%	-10%	4%	-2%	4%	4%	-3%	5%
O=C(c1ccc(OC2CCN(Cc3ccccn3)CC2)cc1)N1CCCC(O)C1 (stereo unspecified)	-3%	2%	2%	2%	-3%	-1%	-2%	3%	2%	7%
Cn1c(N)c(C(=O)COC(=O)c2ccccc2C(=O)c2ccccc2)c(=O)n(C)c1=O	0%	1%	3%	.	-15%	0%	.	7%	-26%	.

Record cards, from the list above:
Entry for O=C1CCN(Cc2ccc(O)cc2)CCN1CCO → Rab9 prom act: 0%; ELG1 genotoxic: -1%; p53 reactivation: 15%; VP16 counter: 0%; uPA generation: -1%; NPC1 prom act: 0%; MBNL1-CUG inh: 1%; FLuc counter: 3%; BRCA1 expr act: 0%&13%; RORg inh: -5%
Entry for COc1ccc(/C=N/NC(=O)c2cccc(C(F)(F)F)c2)cc1 → Rab9 prom act: -2%; ELG1 genotoxic: -7%; p53 reactivation: 6%; VP16 counter: 7%[10 µM]; uPA generation: 3%; NPC1 prom act: 0%; MBNL1-CUG inh: -4%; FLuc counter: ?; BRCA1 expr act: -6%; RORg inh: 13µM*

This is a random part of the collection, and some 13% of all compounds hit somewhere here.
